Lung fibro prol: blocks proliferation of human lung fibroblasts | LL 47 human lung fibroblast viability, ATP luminescence; hits give low values | viability, % at 10 µM | 85,000 tested, 1.1% active;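 active = viability at or below 50% in the single dose screen; inactive = viability above 50%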;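 note: compound exposure lasted 72 h before the ATP readout; 100% = median luminescence of untreated cell-only wells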
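Assay system: human lung fibroblast line LL 47, low passage. Input: 1,150 fibroblasts seeded per well. Times: overnight cell rest, 72 h compound treatment at 37 °C. Evaluation: % viability of median cell-only signal. Technique: luminescent ATP detection, CellTiter-Glo. Control set: cell-only wells, no compound.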
LYP act: increases human PTPN22 phosphatase activity | 96,000 tested, 0.11% active | AID 697 | activation, % at 2 µM | recombinant LYP, DiFMUP fluorescence; 0 = plate median, 100 = signal doubled;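 active = activation at 2 µM above a set limit, the mean plus 5 SD, cut at about 37% in these data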
H69AR inhibit: blocks growth of human H69AR lung tumor cells; H69AR lung tumor viability, ATP luminescence, 72 h; hits give low values; viability, % at 10 µM; 85,000 tested, 6% active;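 active = viability at or below 40%; inactive = viability above 40%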;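 note: multidrug resistant small cell line overexpressing MRP-1 efflux transporter; 100% = mean luminescence of untreated control wells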
sEH inh: inhibitors of human soluble epoxide hydrolase; recombinant human sEH enzymatic activity assay; 91,000 tested, 0.34% active; inhibition, % at 2 µM; P34913; AID 707; in the data active = inhibition above about 80%; note: values of inactives mirror those of a sister screen read the other way; many of its hits are not listed in these tables
Target sequence (P34913 whole entry, looked up): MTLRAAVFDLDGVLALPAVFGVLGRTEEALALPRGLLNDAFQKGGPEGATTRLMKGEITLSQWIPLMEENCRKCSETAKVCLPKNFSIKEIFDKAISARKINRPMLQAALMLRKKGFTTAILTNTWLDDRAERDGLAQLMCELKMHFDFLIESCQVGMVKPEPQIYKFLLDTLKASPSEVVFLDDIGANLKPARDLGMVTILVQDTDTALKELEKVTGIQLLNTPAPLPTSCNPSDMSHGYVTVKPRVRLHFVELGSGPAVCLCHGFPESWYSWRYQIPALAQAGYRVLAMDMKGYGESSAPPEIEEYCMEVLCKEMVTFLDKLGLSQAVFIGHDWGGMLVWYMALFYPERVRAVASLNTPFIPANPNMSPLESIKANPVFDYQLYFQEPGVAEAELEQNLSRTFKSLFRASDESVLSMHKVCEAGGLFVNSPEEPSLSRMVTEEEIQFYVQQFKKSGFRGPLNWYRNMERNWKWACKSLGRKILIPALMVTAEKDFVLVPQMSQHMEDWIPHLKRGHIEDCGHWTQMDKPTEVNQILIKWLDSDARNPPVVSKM
PostGolgi ctrl: yeast control strain growth, post-Golgi counter-screen; efflux-deficient yeast background strain, growth absorbance A615, 16 h; 98,000 tested, 5% active; inhibition, % at 10 µM; in the data active = inhibition above about 30%
S1P2 antag: antagonists of human S1P2 receptor | O95136 | cell-based S1P2 antagonist assay, inhibition at 5 uM | inhibition, % at 5 µM | 97,000 tested, 0.21% active; in the data active = inhibition above about 45%;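 note: CRE beta-lactamase reporter cells expressing human S1P2 stimulated with S1P; 0% = agonist at EC80 alone and 100% = agonist plus reference antagonist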
Target sequence (O95136 whole entry, looked up): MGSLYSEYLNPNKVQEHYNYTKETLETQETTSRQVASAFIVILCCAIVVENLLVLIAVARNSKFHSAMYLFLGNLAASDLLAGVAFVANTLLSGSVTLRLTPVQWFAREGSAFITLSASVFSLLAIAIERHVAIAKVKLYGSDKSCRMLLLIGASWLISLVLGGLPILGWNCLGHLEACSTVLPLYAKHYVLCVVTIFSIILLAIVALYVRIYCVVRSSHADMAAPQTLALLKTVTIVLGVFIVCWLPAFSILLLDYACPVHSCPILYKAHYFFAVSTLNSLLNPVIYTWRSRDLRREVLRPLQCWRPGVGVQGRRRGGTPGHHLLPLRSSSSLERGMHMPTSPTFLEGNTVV
sEH activator: activators of human soluble epoxide hydrolase | P34913 | purified human sEH enzymatic activity, activator screen | activation, % at 2 µM | 91,000 tested, 0.04% active; in the data active = activation above about 37%; note: values of inactives mirror those of a sister screen read the other way
S1P2 agonist: activates the human S1P2 receptor | O95136 | AID 729 | S1P2-expressing cell line, agonist reporter read-out | activation, % at 4.5 µM | 97,000 tested, 0.46% active; in the data active = activation above about 16%;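 note: 0% = vehicle low control and 100% = maximal reference agonist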
HUVEC inhibit: inhibitors of human endothelial cell proliferation; HUVEC proliferation, CellTiter-Glo luminescence, 72 h; hits give low values; viability, % at 10 µM (by protocol); 86,000 tested, 1.1% active;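 active = viability at or below 30%; inactive = viability above 30%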;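 note: 100% = median luminescence of DMSO-only cell control wells on each plate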
An asterisk follows results filed as active; / = no result given. Only part of the results is shown; rates above refer to the full screens.

Values run as follows: S1P2 antag	Lung fibro prol	LYP act	HUVEC inhibit	H69AR inhibit	PostGolgi ctrl	sEH activator	S1P2 agonist	sEH inh
- CCOC(=O)Nc1sc(C(=O)N(CC)CC)c(C)c1C(=O)OCC
    -2.6	91.6	-2.1	102.5	64.2	12.6	-2.2	-3.7	5.9
- CC(C)C(=O)Nc1cccc(-c2nc3ccccc3c(=O)o2)c1
    -2.2	102.0	0.4	103.5	75.1	/	-4.6	-5.0	5.9
- COc1ccccc1CC(NC(C)=O)C(=O)N1CCN(C(=O)c2cccs2)CC1 (configuration not stated)
    -9.6	94.2	-1.9	100.0	93.1	/	2.2	-3.8	-2.2
- CO/N=C(/CNC(=O)c1ccccc1Cl)c1ccc(Cl)cc1
    -1.8	/	5.4	/	/	12.7	15.4	-4.3	-12.9
- CN(CCO)c1cc(Sc2nc3ccccc3s2)c2nonc2c1[N+](=O)[O-]
    14.5	29.6*	2.2	74.9	4.3*	2.5	-8.0	0.7	7.0
- Cc1ccccc1-n1nnnc1SC1CCOC1=O (configuration not stated)
    /	94.2	/	92.4	90.9	35.1*	/	/	/
- COc1cccc(OCCNC(=O)c2cccc(OC)c2)c1
    2.2	94.2	2.0	86.3	109.5	1.1	7.9	-5.0	-3.9
- CCOC(=O)N1CCN(c2nc(C)c3c(n2)CC(C)CC3=O)CC1 (configuration not stated)
    4.3	98.3	-5.8	105.6	/	2.9	16.8	-8.8	-15.5
- O=C(Cn1cc2c(n1)CCCC2)NCc1cccnc1
    /	97.2	/	103.5	108.0	-10.7	/	/	/
- COCCNC(=O)c1ccc2c(c1)ncn2-c1ccc(F)c(F)c1
    -8.4	104.5	3.4	102.9	84.7	21.1	-2.2	-6.0	2.3
- COc1ccc(CCNC(=O)CN2C(=O)c3ccccc3S2(=O)=O)cc1
    14.5	/	4.7	/	/	/	0.6	-7.4	-4.1
- COc1cc(OC)cc(C(=O)N2CCN(S(C)(=O)=O)CC2)c1
    -6.4	102.2	7.3	103.6	106.2	8.0	-4.2	0.2	4.3
- CCCCN(C(=O)Nc1ccc(Cl)cc1)C1CCN(C(C)=O)CC1
    6.8	100.1	0.2	94.7	91.3	3.2	-10.2	-2.0	7.6
- Cc1ccc(-n2nc(-c3cccs3)cc2C(=O)NCC2CCCO2)c(C)c1 (configuration not stated)
    2.9	91.8	5.4	97.2	74.5	4.8	-16.5	-5.9	19.6
- O=C(COc1ccc(Cl)cc1)Nc1ccccc1CO
    /	95.0	/	96.6	104.7	36.8*	/	/	/

For reference, six of the compounds above.
Values run as follows: S1P2 antag	Lung fibro prol	LYP act	HUVEC inhibit	H69AR inhibit	PostGolgi ctrl	sEH activator	S1P2 agonist	sEH inh
- COCCNC(=O)c1ccc2c(c1)ncn2-c1ccc(F)c(F)c1
    -8.4	104.5	3.4	102.9	84.7	21.1	-2.2	-6.0	2.3
- COc1ccc(CCNC(=O)CN2C(=O)c3ccccc3S2(=O)=O)cc1
    14.5	/	4.7	/	/	/	0.6	-7.4	-4.1
- COc1cc(OC)cc(C(=O)N2CCN(S(C)(=O)=O)CC2)c1
    -6.4	102.2	7.3	103.6	106.2	8.0	-4.2	0.2	4.3
- CCCCN(C(=O)Nc1ccc(Cl)cc1)C1CCN(C(C)=O)CC1
    6.8	100.1	0.2	94.7	91.3	3.2	-10.2	-2.0	7.6
- Cc1ccc(-n2nc(-c3cccs3)cc2C(=O)NCC2CCCO2)c(C)c1 (configuration not stated)
    2.9	91.8	5.4	97.2	74.5	4.8	-16.5	-5.9	19.6
- O=C(COc1ccc(Cl)cc1)Nc1ccccc1CO
    /	95.0	/	96.6	104.7	36.8*	/	/	/

(list continues)
Values run as follows: S1P2 antag	Lung fibro prol	LYP act	HUVEC inhibit	H69AR inhibit	PostGolgi ctrl	sEH activator	S1P2 agonist	sEH inh
- COc1ccc(CNc2n[nH]c(NCc3ccc(OC)c(OC)c3)n2)cc1OC
    10.6	112.2	3.6	97.2	93.5	1.6	14.5	-5.9	-17.4
- COc1cc2[nH]c(=O)n(CCC(=O)N3CC=C(c4ccccc4)CC3)c(=O)c2cc1OC
    -11.1	99.3	-9.2	99.0	81.2	0.6	11.1	-4.9	-16.0
- N/C(CSc1nc(-c2ccccc2)c(-c2ccccc2)o1)=N\O
    1.5	86.9	-4.0	86.8	74.3	25.7	11.1	-5.6	-9.3
- O=C(NCN1C(=O)C2C3C=CC(C3)C2C1=O)Nc1nncs1 (configuration not stated)
    15.2	/	-9.4	/	/	27.9	5.0	-5.1	-2.2
- CCNC(=O)CC1C(=O)N(c2ccc(F)cc2)C(=O)N1Cc1ccc(OC)cc1 (configuration not stated)
    22.1	97.2	10.3	99.4	99.5	-1.8	0.0	-1.7	-0.8
- CC1CCC(C(C)C)C(OC(=O)CSc2nnc(N)s2)C1 (configuration not stated)
    1.1	99.8	1.1	103.7	84.8	32.3*	-3.0	-2.6	4.7
- COc1ccccc1NC(=O)c1ccccc1NC(=O)c1cc(Cl)ccc1NC(=O)c1ccco1
    11.0	95.2	16.0	63.4	76.8	12.6	-3.9	-7.1	2.4
- O=C(CCN1C(=O)c2ccccc2C1=O)Nc1ccc(-c2cn3ccsc3n2)cc1
    1.0	103.6	-0.9	89.7	95.9	-4.3	/	-4.6	/
- Cc1ccc(OCc2cc(C(=O)Nc3ccccc3)oc2C)cc1
    -5.6	108.6	-9.7	93.1	92.7	-10.9	-3.6	-5.1	1.0
- CN1C(=O)N(C)C2(CC1(C)C)CC(C)(C)N(C)C(=O)N2C
    15.1	95.4	0.9	98.5	95.8	2.2	4.7	-1.5	-7.2
- CCCc1nc(N2CCN(C)CC2)c2sc(=S)n(-c3ccccc3)c2n1
    /	92.6	/	85.5	66.0	14.5	/	/	/
- c1ccc(NCc2nc(-c3ccccc3)no2)cc1
    1.4	96.6	-2.8	103.6	105.7	31.9*	-3.7	-4.6	4.0
- CCCNc1ncnc2c1cnn2-c1ccc(OC)cc1
    7.7	112.2	-0.9	110.0	66.3	19.8	/	-7.4	/
- COc1ccc(/C=C2\N=C(SC)N(C)C2=O)cc1
    -0.1	/	5.1	/	/	12.6	6.0	-3.2	-7.3
- COCCNC(=O)C(=O)Nc1ccc(Br)cc1
    -2.6	94.4	-3.4	90.2	88.2	/	-2.7	-1.8	5.4
- COc1ccc(C(=O)c2ccccc2Cl)cc1
    -18.9	96.3	-4.6	91.0	81.4	0.6	-1.4	-1.0	0.0
- N=c1n(CCN2CCCCC2)c2ccccc2n1CC(O)COc1ccccc1 (configuration not stated)
    -9.6	65.6	3.0	75.9	89.6	12.9	0.4	-8.0	-1.0
- COC(=O)C1=C(C)C(c2ccc(OC)cc2OC)NC(=O)N1 (configuration not stated)
    -19.5	99.8	7.3	99.9	84.5	3.5	-3.9	-1.1	4.0
- Cc1ccc(NC(=S)/C(=C(\[O-])c2ccc(C)c([N+](=O)[O-])c2)[n+]2ccccc2)cc1C
    -5.3	94.5	2.5	97.7	79.8	-6.2	/	-3.7	/
- O=c1[nH]c(NCCO)nc2c1C1(CCCC1)Cc1ccccc1-2
    -13.3	95.4	0.0	90.2	85.2	14.6	6.3	-4.1	-6.4
- Cc1cnc(C(=O)OCC(=O)NC2CCCC(C)C2C)cn1 (configuration not stated)
    -6.3	101.3	-0.2	96.3	90.6	-3.4	-15.3	-2.1	15.0
- O=C(CCCc1ccccc1)NC1CCSC1=O (configuration not stated)
    24.0	100.8	-1.5	83.5	102.8	14.2	-8.3	-7.0	7.9
- O=C(/C=C/c1ccc(OCCCF)cc1)NCc1cccc(Cl)c1
    3.0	/	23.8	/	/	-0.7	-5.6	-3.9	3.6
- NC(=O)CN1CCOCCOCCOCCOCCOCC1
    -10.1	106.5	-4.5	100.0	74.8	7.0	-8.8	-8.8	8.3
- COc1cc(OC)cc(C(=O)Nc2ccccc2C(=O)N2CCCC2)c1
    26.8	93.3	-50.8	99.6	95.9	28.8	9.3	-1.1	-7.5
- N#CCCN1CCN(S(=O)(=O)c2ccc(C#N)cc2)CC1
    15.7	108.7	-0.2	71.8	89.6	11.3	5.5	0.5	-5.7
- COc1ccccc1OCC(=O)Nc1ccc(C(N)=O)cc1
    -2.4	/	-0.9	/	/	20.0	-8.0	-3.4	9.1
- Cc1cc(=O)oc2cc(OC(C)C(=O)N3CCOCC3)ccc12 (configuration not stated)
    -21.9	103.8	-4.0	92.6	96.6	-1.4	3.0	-4.3	-2.7
- Cc1nnc(NC(=O)Oc2ccccc2)s1
    -10.3	91.0	28.3	94.7	107.1	8.2	14.5	-1.8	-15.9
- Cc1cccc(N(C(=O)CNC(=O)c2cccs2)C(C(=O)NC2CCCC2)c2cccnc2)c1 (configuration not stated)
    7.8	/	3.0	/	/	4.4	-2.5	-7.7	5.1
- CNC(=O)N(O)C1N(NC(=O)Nc2ccccc2)C(=S)SC1(C)C (configuration not stated)
    -14.2	/	14.3	/	/	/	3.0	-3.6	-5.1
- CCOC(=O)C1CCCN(S(=O)(=O)c2cccs2)C1 (configuration not stated)
    -10.9	100.3	1.7	95.3	102.2	-7.2	2.7	-0.7	0.6
- COc1cccc(NC(=O)C2CC(=O)OC23CCOC(C)(C)C3)c1 (configuration not stated)
    /	94.0	/	88.0	87.2	8.1	/	/	/
- COc1ccc(OC)c2[nH]c(=O)c(CCNC(=O)c3cc4ccccc4o3)cc12
    /	100.0	/	79.3	89.8	19.7	/	/	/
- CCOc1ccc(-n2c(Cc3cc(=O)[nH]c(=O)[nH]3)nnc2SCc2cccnc2)cc1
    8.0	99.1	7.4	101.0	95.2	0.3	6.6	-4.3	-5.9
- O=C(NCc1ccco1)c1ccc(=O)oc1
    -17.6	107.7	-3.8	95.1	53.6	15.2	/	-1.8	/
- CCN(CCCNC(=O)CN(C)S(=O)(=O)c1cccc2nsnc12)c1ccccc1
    1.0	100.2	-14.8	92.7	89.2	1.0	/	-5.9	/
- Cc1cccc(C(=O)Nc2nnc(Cc3c[nH]c4ccccc34)s2)c1
    21.2	/	-0.4	/	/	-15.3	5.2	-6.8	-2.0
- Cc1ccc(C(=O)N2CCCC2)cc1Br
    -10.1	97.7	-9.5	94.7	99.1	8.8	-0.6	-3.1	-5.2
- COC(=O)c1cc(NCc2c(F)cccc2Cl)ccc1N1CCOCC1
    19.7	/	-9.8	/	/	-2.0	/	-1.9	/
- O=C(NC(C(=O)O)c1ccccc1)c1ccc(S(=O)(=O)N2CCOCC2)cc1 (configuration not stated)
    2.7	97.2	-1.2	93.5	79.7	1.4	-5.5	-5.1	10.7
- CC(=O)N1c2c(cc(Br)cc2S(=O)(=O)N2CCN(C(=O)c3ccco3)CC2)CC1C (configuration not stated)
    5.1	98.1	14.8	103.8	79.7	8.8	-1.5	-1.5	0.3
- COc1cc(CNn2nnnc2N)ccc1OCC(=O)NC(C)(C)C
    -7.5	102.4	2.0	97.2	95.4	10.4	6.2	-3.4	-2.9
- Cc1cc2nc(C)n(CCCNC(=O)Nc3cccc4ccccc34)c2cc1C
    24.0	89.8	11.2	89.2	100.1	2.7	-14.9	-3.1	13.8
- CCN(CC)c1ccc(NC(=O)Nc2cccc(C(C)=O)c2)cc1
    10.5	100.3	31.3	76.7	80.5	9.4	-54.5	-3.1	53.6
- O=C(NC1CCCCC1)c1ccc(N2CCCC2=O)cc1
    0.1	102.1	0.3	95.8	88.7	0.0	/	-2.9	/
- COc1ccc(NC2=Nc3ccccc3N3C2=Nc2c(c(C)nn2-c2ccc(C)cc2)C3c2cccnc2)cc1 (configuration not stated)
    21.7	112.3	-8.5	108.7	103.3	4.0	10.4	-1.9	-9.8
- Cc1cccc2sc(NC(=O)C3CCCN(S(=O)(=O)c4cccc5nonc45)C3)nc12 (configuration not stated)
    12.7	96.0	0.3	93.6	64.5	-2.7	8.3	-5.9	-9.2
- CCOc1ccc(S(=O)(=O)NCCC(=O)OCN2C(=O)c3ccccc3C2=O)cc1
    -5.1	96.8	14.9	93.2	73.6	3.8	9.0	-10.6	-7.6
- COc1ccc(/C(O)=C/Sc2nnc(Cc3ccccc3)o2)cc1
    -16.3	/	9.5	/	/	4.6	-14.7	-4.1	14.5
